# TRPC4 block – inhibitors of mouse TRPC4 channel, primary screen, Fluo4 calcium, HEK293 TRPC4beta/mu-opioid cells. 0.39% of 300,000 active. DAMGO-evoked Fluo4 calcium flux; hits give low values. AID 2247, 2010. B-score at 10 µM;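 active = B-score over 3 SD under the library average, no early fluorescence shift, positive overall ratio signal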
#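 Assay system: TRPC4beta/mu-opioid receptor HEK293 cell line; compound dosing: single concentration per test compound; detection: Fluo4 Ca2+ flux fluorescence; evaluation: per-well B score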
# KCNQ1 act – potentiators or activators of KCNQ1 channel, primary screen, cell-based, thallium flux, high-throughput; CHO-K1 KCNQ1, thallium flux FluxOR fluorescence; hits give high values; B-score at 10 µM; AID 2648, 2010; 0.35% of 310,000 active;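 active = fluorescence ratio B-score, a plate-corrected score, at least three library SD, with initial intensity B-score within 5 SD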
#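 assay system = KCNQ1-transfected CHO-K1 cells | medium = assay buffer with matched DMSO | probe or stimulus = depolarizing K+/Tl+ stimulus, K2SO4 and Tl2SO4 each 12.5 mM in 5x stock | dosing = single dose | incubation = dye 90 min, compound 20 min, room temperature | detection = kinetic FluxOR fluorescence, 10 s baseline plus 110 s post-stimulus | evaluation = ratio B score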
# KCNK9 block – KCNK9 potassium channel inhibitors, primary screen, HEK293 cells, thallium flux. FluxOR thallium flux fluorescence; hits give low values. B-score at 10 µM. AID 488922, 2010. 1.2% of 310,000 active;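 active = ratio B-score over 3 SD below the library mean, with starting fluorescence within 5 SD of its mean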;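 also: negative B-score means less thallium flux so channel inhibition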
# hERG rescue – hERG rescue from dofetilide block, primary screen, cell-based, CHO-hERG, FluxOR thallium flux, dofetilide IC70 | Voltage-gated inwardly rectifying potassium channel KCNH2 (Homo sapiens), Q12809 | dofetilide IC70 present | activation (rescue from dofetilide block), less the hit threshold, % at 10 µM | 0.51% of 310,000 active | AID 1511, 2009;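 active = activation above the mean of controls blocked by dofetilide plus 5 SD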;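 also: thallium influx through hERG after potassium depolarization seen as dye fluorescence rise; in these data hits start at about 4.7%; inactives centre near -7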
# Target sequence (Q12809 whole entry, looked up): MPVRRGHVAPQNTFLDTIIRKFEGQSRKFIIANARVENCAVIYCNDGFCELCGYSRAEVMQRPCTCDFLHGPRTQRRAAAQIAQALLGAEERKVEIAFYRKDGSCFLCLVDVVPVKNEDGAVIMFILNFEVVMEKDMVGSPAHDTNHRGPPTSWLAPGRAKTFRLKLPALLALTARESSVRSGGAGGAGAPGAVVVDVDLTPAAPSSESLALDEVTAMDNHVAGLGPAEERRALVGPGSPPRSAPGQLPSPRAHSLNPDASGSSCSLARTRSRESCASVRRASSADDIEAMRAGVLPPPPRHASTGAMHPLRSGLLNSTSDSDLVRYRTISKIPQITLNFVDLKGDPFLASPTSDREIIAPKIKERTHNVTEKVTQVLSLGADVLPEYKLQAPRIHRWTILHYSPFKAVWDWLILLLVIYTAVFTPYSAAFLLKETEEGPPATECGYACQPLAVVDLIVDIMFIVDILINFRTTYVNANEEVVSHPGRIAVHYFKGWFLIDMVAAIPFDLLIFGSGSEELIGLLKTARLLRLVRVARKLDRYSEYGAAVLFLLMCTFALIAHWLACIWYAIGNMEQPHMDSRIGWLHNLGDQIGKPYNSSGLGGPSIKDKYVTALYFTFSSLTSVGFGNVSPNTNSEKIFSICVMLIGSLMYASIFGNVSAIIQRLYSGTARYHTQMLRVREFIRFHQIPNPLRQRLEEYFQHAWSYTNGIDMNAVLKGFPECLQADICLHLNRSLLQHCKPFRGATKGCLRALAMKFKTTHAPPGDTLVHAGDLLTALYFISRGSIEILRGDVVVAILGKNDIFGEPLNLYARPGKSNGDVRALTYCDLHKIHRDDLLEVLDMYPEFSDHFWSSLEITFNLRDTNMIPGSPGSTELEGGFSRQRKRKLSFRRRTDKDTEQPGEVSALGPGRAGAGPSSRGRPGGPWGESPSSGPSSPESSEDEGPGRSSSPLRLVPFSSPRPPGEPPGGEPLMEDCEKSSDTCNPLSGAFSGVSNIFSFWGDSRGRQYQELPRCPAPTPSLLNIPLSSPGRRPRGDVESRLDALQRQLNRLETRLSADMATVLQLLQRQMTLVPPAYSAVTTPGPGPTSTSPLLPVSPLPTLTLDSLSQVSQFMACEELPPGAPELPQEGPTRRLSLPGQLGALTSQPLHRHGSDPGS
# Platelet DG rel – inhibitors of platelet dense granule secretion, primary screen, cell-based, MLPCN, human platelets. human platelet-rich plasma, SFLLRN dense granule ATP release, luminescence. inhibition, %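 (compounds screened at 7.5 µM in platelet-rich plasma)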. 0.22% of 300,000 active;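 active = mean replicate score, as percent of positive control, at or above 50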
# Dyrk1A ADPGlo – rat Dyrk1A kinase inhibitors, primary screen, biochemical, single point, plate reader | Dual specificity tyrosine-phosphorylation-regulated kinase 1A (Rattus norvegicus), Q63470 | ADP-Glo luminescence, NFATc1 peptide | inhibition, % at 12.5 µM | 0.43% of 310,000 active; in the data active = inhibition above about 50%;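 also: plate controls were vehicle with enzyme for no effect and no enzyme for full effect; many of its hits are not listed in these tables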
# PolyA inhibitor – polyadenylation inhibitors in yeast reporter cells, primary screen, luminescence, S. cerevisiae; S. cerevisiae SKY197-pL101 polyadenylation reporter, beta-gal luminescence; efflux-impaired pdr1/pdr3 knockout yeast; score 100 = 6 SD above DMSO; calls only at 12 µM; 0.02% of 300,000 active; AID 1875, 2009;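 active = lowest replicate activity score at least 50, where 100 means six control SD above control mean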;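 also: yeast exposed to compound for 9 h at 30 °C; higher score means more reporter readthrough which indicates perturbed polyadenylation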
# TRPC4 agonist – activators of mouse TRPC4 channel, primary screen, Fluo4 calcium, HEK293 TRPC4beta/mu-opioid cells | Short transient receptor potential channel 4 (Mus musculus), Q9QUQ5 | Fluo4 calcium fluorescence; hits give high values | B-score at 10 µM | 0.49% of 310,000 active | AID 2237, 2010;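 active = B-score above 5 SD of library B-scores, and initial fluorescence ratio not above library mean plus 5 SD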;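 also: positive B-score marks a calcium rise read as TRPC4 activation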
#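 Technique: kinetic Fluo4 calcium fluorescence; Test system: TRPC4beta and mu-opioid receptor HEK293 stable cells; Measure: B-scored integrated calcium fluorescence ratio; Benchmarks: low control buffer alone, high control maximal DAMGO; Schedule: 45 min room-temperature Fluo4 loading, 110 s read.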
# KCNQ1 block – inhibitors of human KCNQ1 channel, primary screen, cell-based, thallium flux, high-throughput; Potassium voltage-gated channel subfamily KQT member 1 (Homo sapiens), P51787; CHO-K1 KCNQ1, FluxOR thallium flux fluorescence; hits give high values; B-score at 10 µM; 1.3% of 310,000 active;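 active = compounds whose thallium flux B-score, printed positive for inhibition, exceeds three library SD while starting fluorescence stays within three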;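 also: channel opened by potassium depolarization with thallium stimulus after 20 min compound exposure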
# TRPC4 PAM – positive allosteric modulators of TRPC4, primary screen, cell-based, mouse TRPC4beta, HEK293 mu-opioid, Fluo-4 calcium | Short transient receptor potential channel 4 (Mus musculus), Q9QUQ5 | DAMGO EC20, Fluo-4 Ca2+ flux; hits give high values | B-score at 10 µM | 0.42% of 310,000 active | AID 2227, 2009;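 active = B-score of calcium response area above 5 SD of library B-scores, with initial fluorescence ratio within 5 SD of library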;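 also: B-score of integrated fluorescence ratio over time as area under calcium response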
# KCNK3 inh – human KCNK3 channel inhibitors, primary screen, CHO cells, FluxOR thallium flux, B-score; B-score at 10 µM; FluxOR fluorescence; hits give low values; AID 602410, 2012; 0.84% of 340,000 active;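 active = B-score under library mean minus 4 SD, starting fluorescence ratio at most library mean plus 5 SD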;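 also: more negative B-score means stronger inhibition of thallium flux through KCNK3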
# Active calls of the source: *; i = inactive; . = no result given. This is a subset; rates above refer to the full screens.
SMILES,TRPC4 block,KCNQ1 act,KCNK9 block,hERG rescue,Platelet DG rel,Dyrk1A ADPGlo,PolyA inhibitor,TRPC4 agonist,KCNQ1 block,TRPC4 PAM,KCNK3 inh
O=C1CC(c2nc3ccccc3[nH]2)CN1Cc1ccccc1 (centres undefined),i,i,i,-9,35,0,i,i,i,i,i
CCn1c(SCC(=O)c2ccc(O)c(O)c2)nnc1-c1ccc(C)cc1,i,i,i,-3,-27,-6,i,i,i,i,i
Clc1ccccc1C(c1nnnn1Cc1ccco1)N1CCN(Cc2ccco2)CC1 (centres undefined),i,i,i,-6,2,-17,i,i,i,i,i
O=[N+]([O-])c1cc(C(F)(F)F)ccc1NC1CCN(Cc2ccccc2)C1 (centres undefined),i,i,i,-14,-4,-10,i,i,i,50*,i
Cc1cc2c(=O)oc(-c3ccccc3Br)nc2s1,i,i,i,-9,-4,-4,i,i,i,i,i
CC(=O)Nc1cccc(C(=O)OCC(=O)Nc2ccc(Cl)cn2)c1,i,i,i,-12,5,6,i,i,i,i,i
Cn1c(=O)c2ccccc2n(CC(=O)NC2CCCCC2)c1=O,i,i,i,-8,-2,-2,i,i,i,i,i
O=C(O/N=C1\CCCc2ccccc21)c1ccc(F)cc1,i,i,i,-11,4,8,i,i,i,i,i
CCOc1ccc(NS(=O)(=O)c2ccc3[nH]cc(C(=O)NCCOC)c(=O)c3c2)cc1,i,i,i,-5,1,-28,i,i,i,i,i
O=C(CSc1nc2[nH]ncc2c(=O)n1-c1ccccc1Br)NCc1ccco1,i,i,i,-12,13,8,i,i,i,i,i
COC(=O)C1C(=O)NCC1c1ccc(C)cc1 (centres undefined),i,i,i,-11,-7,-1,i,i,i,i,i
CCCn1c(Sc2nnnn2-c2ccccc2)n[nH]c1=O,i,i,i,-6,0,1,.,i,i,i,i
COc1cccc(Nc2ccc(C(=O)O)cc2N)c1,i,i,i,1,-4,2,i,i,i,i,i
COc1ccccc1/C=C/CN1CCC(CO)(Cc2ccccc2)CC1,i,i,i,-8,9,0,i,i,i,i,i
NS(=O)(=O)c1ccc(CNC(=S)NC2CCCCC2)cc1,i,i,i,-7,-5,0,i,i,i,i,i
CCn1c(C2CCN(Cc3ccccc3)CC2)n[nH]c1=S,i,i,i,3,9,.,i,i,i,i,i
O=C(NC1CCCCC1)c1cc2cc(Br)ccc2o1,i,i,i,-5,14,2,i,i,i,i,i
CN(CCOc1ccccc1)C(=O)C1CCC(=O)N(CCCN2CCCC2=O)C1 (centres undefined),i,i,i,-7,16,0,i,i,i,i,i
COc1ccc(NC(=O)c2cnc(SC)nc2)cc1,i,i,i,-5,0,.,i,i,i,i,i
NC(=O)CC(NC(=O)Cc1ccc(Br)cc1)c1ccc(N2CCC(Cc3ccccc3)CC2)c([N+](=O)[O-])c1 (centres undefined),i,i,i,0,-5,-1,i,i,i,i,i
Cc1ncsc1CCC(=O)N1CCCC(C(=O)c2cccc(Cl)c2)C1 (centres undefined),i,i,i,-7,-4,0,i,i,i,i,i
CN(CC(=O)N(CCO)Cc1ccccc1)S(=O)(=O)c1ccc2c(c1)c(=O)n(C)c(=O)n2C,i,i,i,-12,2,3,i,i,i,i,i
CC1=NN(c2nc3ccccc3s2)C(O)(C(F)(F)F)C1 (centres undefined),i,i,i,-9,11,5,i,i,i,i,i
CCSc1nnc(NC(=O)CC(C)C)s1,.,i,i,2,19,5,i,i,i,i,i
CCC(=O)N1COC[C@@H]1Cc1ccccc1,i,i,i,-7,-1,2,i,i,i,i,i
SMILES,TRPC4 block,KCNQ1 act,KCNK9 block,hERG rescue,Platelet DG rel,Dyrk1A ADPGlo,PolyA inhibitor,TRPC4 agonist,KCNQ1 block,TRPC4 PAM,KCNK3 inh
CSc1cccc(NC(=O)CCn2c(=O)c3cccn3c3cccnc32)c1,i,i,i,-8,20,2,i,i,i,i,i
Cc1c(Cl)cn2c(=O)cc(CN3CCN(c4ccccc4)CC3)nc2c1Cl,i,i,i,-3,-3,3,i,i,i,i,i
O=c1c(-c2ccc(F)cc2)coc2cc(O)ccc12,i,i,i,1,19,16,i,i,i,i,i
CC(=O)Nc1ccc2nc(NC(=O)c3cccs3)sc2c1,i,i,i,-10,86*,-1,i,i,i,i,i
C/C(=N\NC(=O)Cc1ccc(Cl)cc1)c1ccccn1,i,i,i,-3,8,.,i,i,i,i,i
COc1ccc(S(=O)(=O)NCc2ccccn2)cc1NC(=O)c1ccccc1F,i,i,i,-4,4,-6,i,i,i,i,i
CN(C)S(=O)(=O)c1ccc(C(=O)N2CCN(S(=O)(=O)c3cccs3)CC2)cc1,i,i,i,-6,2,0,i,i,i,i,i
COc1ccc(NC(=O)Nc2ccc(N3CCCC3=O)cc2)cc1OC,i,i,i,-1,-3,19,i,i,i,i,i
COC(=O)c1cccc(NS(=O)(=O)c2ccc(OC)c(OC)c2)c1C,i,i,i,-18,8,4,i,i,i,i,i
O=C(CSc1nc2c(c(=O)n1-c1ccc(Cl)cc1)SCC2)NCC1CCCO1 (centres undefined),i,i,i,-11,0,0,i,i,i,i,i
COc1ccccc1OCc1ccc(C(=O)Nc2ccc(Cl)cn2)o1,i,i,i,-7,4,-2,i,i,i,i,i
COC(=O)c1ccc(/C=N/Nc2nc(N3CCCCC3)nc(N3CCCCC3)n2)cc1,i,i,i,-11,-3,-1,i,i,i,i,i
Cc1ccc(-n2c(CCc3ccccc3)n[nH]c2=S)cc1C,i,i,i,-8,7,3,i,i,i,i,i
Cc1ccc(-c2nc3cnccn3c2Nc2ccccc2)o1,.,i,i,-17,1,0,i,.,i,.,i
O=C1NC(c2ccc(Br)cc2)Nc2sc3c(c21)CCC3 (centres undefined),i,i,i,-5,-7,8,i,i,i,i,i
Fc1ccc(CNCc2ccccc2Cl)cc1,i,i,i,-5,1,.,i,i,i,i,i
COc1cccc(C(=O)CSc2nnc(-c3cc(OC)cc(OC)c3)o2)c1,i,i,i,6.2*,6,0,i,i,i,i,i
Cc1cc(C)n(C(=O)CSc2nnc(SCC(=O)n3nc(C)cc3C)s2)n1,i,i,i,-3,0,-1,i,i,i,i,i
CC(c1ccccc1)C1CC(=O)N(c2ccc(C(=O)O)cc2)C1=O (centres undefined),i,i,i,-2,0,-2,i,i,i,i,i
COc1ccc(Cl)cc1NC(=O)CSc1nnc(C2CC2)n1C,i,i,i,-6,-8,7,i,i,i,i,i
Nc1c(N2CCCC2)cc(Cl)c2nonc12,i,i,i,-7,-5,-5,i,i,i,i,i
Cc1cccc(NC(=O)c2nc[nH]c2C(=O)N[C@@H](CC(C)C)C(=O)OCc2ccccc2)c1,i,i,i,-3,3,-8,i,i,i,i,i
Cc1cc(C)nc(NC(=O)CSc2nccc(C)n2)n1,i,i,i,-15,-2,-6,i,i,i,i,i
CCOc1ccc(S(=O)(=O)NCc2ccccc2OC)cc1,i,i,i,-9,0,-3,i,i,i,i,i
COc1ccc(COC(=O)N/N=C/c2cccs2)cc1,i,i,i,0,-1,4,i,i,i,i,i

# Molecules listed so far that have bromine, in the order listed:
SMILES,TRPC4 block,KCNQ1 act,KCNK9 block,hERG rescue,Platelet DG rel,Dyrk1A ADPGlo,PolyA inhibitor,TRPC4 agonist,KCNQ1 block,TRPC4 PAM,KCNK3 inh
Cc1cc2c(=O)oc(-c3ccccc3Br)nc2s1,i,i,i,-9,-4,-4,i,i,i,i,i
O=C(CSc1nc2[nH]ncc2c(=O)n1-c1ccccc1Br)NCc1ccco1,i,i,i,-12,13,8,i,i,i,i,i
O=C(NC1CCCCC1)c1cc2cc(Br)ccc2o1,i,i,i,-5,14,2,i,i,i,i,i
NC(=O)CC(NC(=O)Cc1ccc(Br)cc1)c1ccc(N2CCC(Cc3ccccc3)CC2)c([N+](=O)[O-])c1 (centres undefined),i,i,i,0,-5,-1,i,i,i,i,i
O=C1NC(c2ccc(Br)cc2)Nc2sc3c(c21)CCC3 (centres undefined),i,i,i,-5,-7,8,i,i,i,i,i

# Remaining list, next part.
SMILES,TRPC4 block,KCNQ1 act,KCNK9 block,hERG rescue,Platelet DG rel,Dyrk1A ADPGlo,PolyA inhibitor,TRPC4 agonist,KCNQ1 block,TRPC4 PAM,KCNK3 inh
CC(C)COc1ccc(S(=O)(=O)NNC(=O)c2cc3ccccc3o2)cc1,i,i,i,-9,14,13,i,i,i,i,i
O=C(CSc1nc2[nH]ncc2c(=O)[nH]1)Nc1ccc(F)cc1,i,i,i,-10,-2,12,i,i,i,i,i
O=C(Cn1cc2c(n1)CCCC2)N1CCCc2ccccc21,i,i,i,-4,1,0,i,i,i,i,i
COc1ccccc1CNC(=O)C(C)NS(=O)(=O)c1ccc(Br)cc1 (centres undefined),i,i,i,-1,-29,-4,i,i,i,i,i
CCC(C)(C(=O)NC1CCCC1)N(Cc1ccco1)C(=O)c1ccc2c(c1)OCO2 (centres undefined),i,i,i,-17,-3,13,i,i,i,i,i
CCc1ccc(C2N(c3ccc(OC)cc3)C(=O)C3CCCN32)cc1 (centres undefined),i,i,i,-7,-3,3,i,i,i,i,i
COC(=O)c1cc(NC(=O)c2cccc([N+](=O)[O-])c2C)ccc1Cl,i,i,i,-6,9,2,i,i,i,i,i
COc1ccc(-c2cc(C(=O)N3CCc4ccccc4C3)no2)cc1OC,i,i,i,-17,-3,-1,i,i,i,i,i
N#Cc1c(NC(=O)CN2CCOCC2)oc(-c2ccccc2)c1-c1ccccc1,i,i,i,-11,-16,0,i,i,i,i,i
O=C(CCCSc1nc2ccccc2[nH]1)Nc1nnc(-c2ccccc2)o1,-6*,i,i,-4,-2,5,i,i,i,i,i
CCOc1ccc(NC(=O)COc2ccc(OC)cc2)cc1,i,i,i,-8,-1,-6,i,i,i,i,i
COc1ccc(C(C)C)cc1S(=O)(=O)N1CCN(C)CC1,i,i,i,-4,-1,5,i,i,i,i,i
CCOC(=O)N1CCN(C(=O)C(=O)Nc2sc3c(c2C(N)=O)CC(C)(C)OC3)CC1,i,i,i,-13,0,.,i,i,i,i,i

# Screening data (PubChem BioAssay)
